Bioassay records as filed in PubChem.
AmpC det inh: Promiscuous and Specific Inhibitors of AmpC Beta-Lactamase (assay with detergent); P00811; purified AmpC, nitrocefin hydrolysis with detergent; Potency, µM (top dose mostly 28.7 µM), for the others: at the highest dose activity change, negative = inhibition; actives 0.09% (n = 71,000); AID 584, 2007; active = well fitted curve in the direction sought with a large enough effect
Target sequence (P00811 whole entry, looked up): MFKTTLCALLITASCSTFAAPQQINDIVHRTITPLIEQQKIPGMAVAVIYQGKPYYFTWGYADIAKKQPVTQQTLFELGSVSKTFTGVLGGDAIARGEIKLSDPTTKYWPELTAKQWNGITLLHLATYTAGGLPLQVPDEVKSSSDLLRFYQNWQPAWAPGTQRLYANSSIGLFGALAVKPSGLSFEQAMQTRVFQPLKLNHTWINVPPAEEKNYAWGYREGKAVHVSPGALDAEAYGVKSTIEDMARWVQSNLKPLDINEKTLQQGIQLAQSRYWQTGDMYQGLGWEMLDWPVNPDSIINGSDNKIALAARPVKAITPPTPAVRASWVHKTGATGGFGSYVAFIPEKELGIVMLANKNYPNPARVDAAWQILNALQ
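E. coli AmpC (5.3 nM) in 20 mM phosphate pH 7.0 with 0.01% Triton X-100, preincubated 15 min RT with compound; nitrocefin (2 uL of 800 uM stock) hydrolysis followed by 480 nm absorbance every 20 s over 4 min.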
An asterisk follows results filed as active. % is scaled to controls: 0 for no effect and ±100 for the full control effect; potency is read from the fitted curve at half-maximal effect. Some of the compounds tested; rates above refer to the full screens.

SMILES	AmpC det inh
CCN1CCCC1CN(Cc1cc2cc(C)ccc2[nH]c1=O)C(=O)Nc1ccccc1OC (configuration not stated)	-1%
Cn1c(=O)n(C)c2cc(S(=O)(=O)N3CCOCC3)ccc21	-3%
CCOC(=O)c1c(C)c2c(n1C)CCC/C2=N\O	15%
CN(C)C(=O)c1ccc(-c2nc(N(C)C)c3ccccc3n2)cc1	5%
c1ccc(Cn2c(Nn3cnnc3)nc3ccccc32)cc1	0%
N#CC(C(=O)OC1CCCCC1)c1nc2ccccc2nc1N1CCOCC1 (configuration not stated)	-4%
COc1cccc(-c2nnc(SCC(=O)N3CCOCC3)o2)c1	-4%
C=CCNC(=O)C1CC(=O)N(c2ccc(OCC(=O)NCc3ccccc3)cc2)C1 (configuration not stated)	-1%
COc1cc(Nc2cc(C)nc3ncnn23)cc(OC)c1	7%
COc1cccc(OC)c1C(=O)N1CCOCC1	-1%
CC(C)(C)C1=C(C#N)C(c2cc3c(cc2Br)OCO3)C(C#N)=C(N)O1 (configuration not stated)	13%
CCOC(=O)N(C)c1ccc(C(O)(C(F)(F)F)C(F)(F)F)cc1	0%
Cc1ccc2c(c1)c1c3n2CCN(C(=O)C2CC2)C3CCC1 (configuration not stated)	12%
CC(NC(=O)CNC(=O)OCc1ccccc1)C(=O)N1CC(O)CC1C(=O)OCc1ccccc1 (configuration not stated)	6%
Cc1cccc(-c2c3c(=O)n(C)c(=O)n(C)c3cn2C(C)C)c1	13%
COCCNC(=O)c1sc2nc(-c3ccccc3)cn2c1C	0%
O=C(CCNc1ccc(F)c(Cl)c1)c1ccco1	-2%
O=C(Nc1nnc(CCN2CCCCC2)s1)C1CCCCC1	-5%
O=C(NCc1ccco1)c1cc(-c2cccc(Cl)c2)on1	-4%
O=C(CSc1ncnc2c1oc1ccccc12)OCc1ccccc1	-2%

Additional results.
SMILES	AmpC det inh
COc1ccc(NC(=O)N2CCCC3(CCN(C(=O)c4cccc(F)c4)CC3)C2)cc1	0%
COC(=O)c1cccc(S(=O)(=O)N2CCN(c3nc4ccccc4s3)CC2)c1	-2%
Cc1ccc(NC(=O)CN2C(=O)NC3(CCC(C)CC3)C2=O)c(Cl)c1 (configuration not stated)	-4%
Cc1cccc(C)c1NC(=O)CSc1nnc(-c2ccoc2C)n1C	7%
Cc1ccc(NC(=O)c2ccc(F)c(S(=O)(=O)N3CCOCC3)c2)cc1F	-8%
CN(CC[C@@H](Oc1ccc(-c2ccccc2)cc1)c1ccc(F)cc1)CC(=O)O	-2%
Cc1cc(C)c(NC(=O)CN2CCN(C)CC2)c(C)c1	14%
CC(C)Oc1cc(O)c2c(=O)c(-c3ccc(O)cc3)coc2c1	11%
O=c1c(-c2cccc(Cl)c2)nc2cncnc2n1Cc1ccccc1Cl	0%
COCCNC(=O)NC(=O)COC(=O)C12CC3CC(CC(NC(C)=O)(C3)C1)C2	4%
Cc1c(NC(=O)C2CC=CCC2C(=O)O)c(=O)n(-c2ccccc2)n1C (configuration not stated)	2%
Cc1ccc(-n2c(SCc3cn4ccsc4n3)nc3ccccc3c2=O)cc1	5%
Cc1ccc(C(CC(=O)N2CCOCC2)c2ccco2)cc1 (configuration not stated)	-2%
COc1cc(C2NC(=O)NC(C)=C2C(=O)OCC2CCCO2)ccc1O (configuration not stated)	6%
Cc1cc(NC(=O)COC(=O)CSc2nc3cc(Cl)ccc3n2Cc2ccccc2)no1	-5%
O=C(Nc1cccc(F)c1)C1CCN(C(=O)Cc2ccccc2)CC1	7%
C[C@]1(C(=O)NCC2CC2)C=C[C@@H](Cc2ccccc2)N1C(=O)c1ccccc1	12%
COc1ccc(-c2nnc(SCC(=O)c3ccc(C)o3)o2)cc1	-10%
CCCC(c1nnnn1CCOC)N1CCN(C(=O)c2ccco2)CC1 (configuration not stated)	9%
Nc1nnc(SCc2ccc(F)cc2Cl)s1	-4%

In the list so far, these have a cyano group:
SMILES	AmpC det inh
N#CC(C(=O)OC1CCCCC1)c1nc2ccccc2nc1N1CCOCC1 (configuration not stated)	-4%
CC(C)(C)C1=C(C#N)C(c2cc3c(cc2Br)OCO3)C(C#N)=C(N)O1 (configuration not stated)	13%

Remaining list, next part:
SMILES	AmpC det inh
O=C1O/C(=C\C(=O)N2CCOCC2)c2ccccc21	5%
Cc1cc2c(cc(C(=O)O)n2C)s1	1%
CCC(=O)NC(=Nc1nc2ccccc2s1)NC(=O)CC	16%
Cn1c(C(=O)OCC(=O)NCc2cccs2)cc2sccc21	2%
CCCOP(=O)(c1ccc(N(C)C)cc1)C(O)c1cc(OC)c(OC)c(OC)c1 (configuration not stated)	-2%
CCCN(CCC)C(=O)Cc1c(-c2ccc(Cl)cc2)nc2c(Cl)cc(Cl)cn12	-2%
CCC(CC)C(=O)Nc1c2c(nn1-c1ccc(OC)cc1)CS(=O)C2 (configuration not stated)	-1%
Cc1cc(C(=O)CCC(=O)N2CCN(S(=O)(=O)c3cccs3)CC2)c(C)s1	1%
CC1C=CCC2C(=O)N(c3cccc(C(=O)N4CCCCCC4)c3)C(=O)C12 (configuration not stated)	-6%
Cc1ccc(SC(C)C(=O)N2CCCC2)cc1 (configuration not stated)	-6%
CCn1c(=O)cc(SCC(=O)NCCCN2CCN(c3ccc(F)cc3)CC2)c2ccccc21	14%
Cc1ccc(NCc2nnc(SCC(=O)N3CCc4ccccc43)n2C)cc1	-1%
CC(C)NC(=O)N1CCCC2(CCN(C(=O)c3csnn3)CC2)C1	1%
CC(C)CN1CCC2(CC1)CCN(C(=O)c1cccc(F)c1)CC2	-5%
CCOc1ccc(NC2=NC(C(=O)NCc3ccccc3)CC(=O)N2)cc1 (configuration not stated)	-1%
COCCNC(C)C(=O)C12CC3CC(CC(C3)C1)C2 (configuration not stated)	-1%
O=C(O)c1ccc(S(=O)(=O)c2ccc3c(c2)C(=O)N(CC2CCCO2)C3=O)cc1 (configuration not stated)	-3%
Cc1ccnc(NC(=O)CSc2cc(=O)n(C)c3ccccc23)c1	-4%
CCOc1cc2c3c(c1)C1(OCCO1)C(=O)N3C(C)(C)CC2C (configuration not stated)	13%
COc1ccc(N2CC(C(=O)OCC(=O)c3cccc(OC)c3)CC2=O)cc1 (configuration not stated)	14%

The listing continues:
SMILES	AmpC det inh
COc1ccc(C(c2nnnn2Cc2ccc(F)cc2)N2CCN(c3ccccc3)CC2)cc1 (configuration not stated)	0%
CCCC(=O)NC(C)c1nc2ccccc2n1CC (configuration not stated)	16%
CC(Sc1ccc2nnc(-c3ccc(F)cc3)n2n1)C(=O)O (configuration not stated)	13%
CC(C)c1cc(C(=O)N2CCN(C(c3ccccc3)c3ccccc3)CC2)no1	0%
CC(C)N=C(NC#N)SCc1ccccc1F	-2%
O=C(c1cc(-c2cccc(O)c2)on1)N1CCCCC1	7%
CCCCCCCCCCCCCCCC(=O)NC[C@@H](COP(=O)([O-])OCC[N+](C)(C)C)OCC	-4%
CNc1oc(C)nc1S(=O)(=O)c1ccccc1	0%
COc1cc(-c2nnc3sc(Cc4ccccc4)nn23)cc(OC)c1OC	-3%
COc1ccc(N2C(=O)CC(NCc3cccs3)C2=O)cc1 (configuration not stated)	-3%
CN(CCCNC(=O)c1cccc(N2CCCC2=O)c1)c1ccccc1	2%
Cc1csc(NC(=O)CCNS(=O)(=O)c2ccc3c(c2)c(=O)n(C)c(=O)n3C)n1	10%
CCOC(=O)CSc1nnc(-c2ccccc2NC(=O)c2ccccc2)o1	-1%
COc1ccccc1C(=O)NCCC(=O)N1CC(=O)Nc2ccccc21	-8%
CCCC(=O)CN1C(=O)C2(OCCO2)c2ccccc21	-3%
CC(C)(C)c1ccc(S(=O)(=O)N2CCCC2C(=O)NC2=NCCS2)cc1 (configuration not stated)	-1%
O=C(Nc1ccc(Br)c2cccnc12)c1ccc(Cn2cc(Cl)cn2)o1	-2%
O=C(COc1c(F)c(F)c(C(F)(F)F)c(F)c1F)Nc1ccc(N2CCOCC2)c(Cl)c1	-6%
O=C(CSc1nnc(C2CC2)n1Cc1ccccc1)c1cc2ccccc2o1	-2%
Cc1cccc(CCN(Cc2cc3cccc(C)c3[nH]c2=O)C(=O)N2CCOCC2)c1	6%

Next section:
Structure	AmpC det inh
Cn1c(=O)c2c(ncn2CC(N)=O)n(C)c1=O	-1%
CC1(C)Cc2c(sc3nn[nH]c(=O)c23)CO1	1%
CCS(=O)(=O)n1nc(-c2ccccc2)nc1SCc1ccccc1	-3%
COc1ccc(C(CNC(=O)Cn2[nH]c(=O)c3ccccc3c2=O)N2CCCC2)cc1 (configuration not stated)	-5%
O=C(c1ccco1)N1CCN(c2ncnc3c2[nH]c2ccc(Br)cc23)CC1	-4%
Cn1nnc(NC(=O)c2ccccc2F)n1	8%
COc1ccc(-c2nc3cnc(OC)nc3n(CCC#N)c2=O)cc1	7%
CCOC(=O)c1c(N)sc(C(O)(C(F)(F)F)C(F)(F)F)c1-c1ccc(OC)cc1OC	11%
CCN(CC)S(=O)(=O)c1ccc(C(=O)NCc2n[nH]c(=S)n2Cc2ccccc2)cc1	-4%
c1ccc(-c2nc3nc4ccccc4nc3n2Cc2ccco2)cc1	-5%
CCN(CC)S(=O)(=O)c1ccc(NC(=O)COC(=O)c2ccc(Br)o2)cc1	2%
CCOc1ccccc1-c1nnc(SCC(=O)NC2CC3CCC2C3)n1CC (configuration not stated)	-6%

Carrying on.
Structure	AmpC det inh
Cc1cc2oc(=O)cc(C)c2c(=O)o1	-3%
CN(C)CCOc1nc(-c2ccccc2)nc2c1oc1ccccc12	5%
CC(=O)N1CCc2cc(S(=O)(=O)NC(C(=O)NC3CCCc4ccccc43)C(C)C)ccc21 (configuration not stated)	12%
FC(F)C(F)(F)C1=CC(c2cccs2)=NCCN1	-3%
O=C1CCC(=O)N1c1ccc(CSc2nc3ccccc3[nH]2)cc1	9%
N[C@@H](Cc1cc(O)c(O)cc1O)C(=O)O	-26%
O=C(CSc1ccccn1)N1CCN(c2ccccc2)CC1	-4%
O=C(CC1CCCCC1)N1CCN(c2ccccn2)CC1	-3%
O=C(Cn1cnc2ccccc21)OCC(=O)N1CCc2ccccc2C1	-4%
Cc1ccc2cc(C(c3nnnn3C(C)(C)C)N3CCCCCC3)c(=O)[nH]c2c1 (configuration not stated)	-4%
CC(C)OCCCNC(=O)CCc1nc(-c2ccccc2)no1	-3%
CN(Cc1ccco1)c1ncncc1-c1cccnc1	7%

New compounds follow
Structure	AmpC det inh
C=CCN1C(=O)C2C(C(=O)NC3CCCCC3)C3C=CC2(O3)C1C(=O)NC1CCCC1 (configuration not stated)	5%
Cc1cc(C)n(-c2cccc(Cl)c2)c(=O)c1C#N	-2%
CC(=O)Nc1nc(-c2ccccc2)nc(-c2ccccc2OC(C)=O)n1	10%
CN(C)c1ccc(C2N(c3ccc(F)cc3)C(=O)C3CCCN32)cc1 (configuration not stated)	6%
COC(=O)c1[nH]c2ccccc2c1NC(=O)CNC1CCCCC1	-2%
COc1ccc(-n2nc(C(=O)Nc3ccc4c(c3)OCO4)c3ccccc3c2=O)c(OC)c1	-4%
C/C(=N\O)C(=O)C(CN1CCCCC1)CN1CCCCC1	9%
Cc1ccc(-c2nnn(CC(=O)N3CCCCC3)n2)c(-n2cnnn2)c1	-3%
NC(=Nc1ccccc1)Nc1ccccc1	10%
O=C(c1cnn2cccnc12)N1CCN(Cc2ccc3c(c2)OCO3)CC1	-2%
Cc1noc(C)c1COC(=O)c1cc(F)c(F)cc1Cl	1%
Cc1ccc2cc3cc(C(=O)N4CCCCCC4)oc3nc2c1	-1%

(continued)
Structure	AmpC det inh
CC(=O)c1c(N=CN(C)C)nc(C)nc1-c1ccccc1	-2%
O=C(O)CCCNc1cc(N2CCC3(CC2)OCCO3)c2noc3c2c1C(=O)c1ccccc1-3	18%
Cc1ccc(C)c(N2CCN(C(=O)c3cc(S(=O)(=O)N4CCOCC4)ccc3F)CC2)c1	-3%
Cc1sc2nc3n(c(=O)c2c1C)NC(=O)CC3	-3%
CCC(C)(C)n1nnnc1CN(Cc1cc2cc(OC)ccc2[nH]c1=O)C1CCCC1	-6%
N#C[C@@H](Cc1ccc(O)c(O)c1)C(=O)N1CCc2ccccc21	-1%
CCOc1ccc2[nH]c(=O)c(CN(CCO)C(=O)c3ccccc3F)cc2c1	2%
CNC(=O)NC(=O)CSc1nc2cc(C(=O)OC)ccc2c(=O)n1-c1ccccc1	-1%
NCCCCCCCCCCN	-1%
O=C(O)CCC(=O)Nc1ccc(S(=O)(=O)N2CCCC2)cc1	-2%
CC1(C)CC(=O)C(C=NCCC2=CCCCC2)=C(O)C1	-1%
COC(=O)c1ccc(C(NC(=O)OCc2ccccc2)/C(C)=C/[C@@H](C)C(=O)NCc2nc3ccccc3s2)cc1 (some centres not stated)	11%

Compounds above with two or more sulfur atoms:
Structure	AmpC det inh
COC(=O)c1cccc(S(=O)(=O)N2CCN(c3nc4ccccc4s3)CC2)c1	-2%
Cc1ccc(-n2c(SCc3cn4ccsc4n3)nc3ccccc3c2=O)cc1	5%
Nc1nnc(SCc2ccc(F)cc2Cl)s1	-4%
Cn1c(C(=O)OCC(=O)NCc2cccs2)cc2sccc21	2%
Cc1cc(C(=O)CCC(=O)N2CCN(S(=O)(=O)c3cccs3)CC2)c(C)s1	1%
Cc1csc(NC(=O)CCNS(=O)(=O)c2ccc3c(c2)c(=O)n(C)c(=O)n3C)n1	10%
CC(C)(C)c1ccc(S(=O)(=O)N2CCCC2C(=O)NC2=NCCS2)cc1 (configuration not stated)	-1%
CCS(=O)(=O)n1nc(-c2ccccc2)nc1SCc1ccccc1	-3%
CCN(CC)S(=O)(=O)c1ccc(C(=O)NCc2n[nH]c(=S)n2Cc2ccccc2)cc1	-4%
